From PubChem BioAssay
GAA glycogen – GAA glycogen-cleavage inhibition or activation. P10253. Potency, µM (titrated, usually from 76.4 µM), for inactives: top-dose activity change, negative = inhibition, usual class: inhibitors. AID 2100. recombinant GAA, glycogen substrate, Amplex Red glucose oxidase fluorescence. hit rate 0.38% among 300,000; active = well fitted inhibition curve with a large enough effect; inconclusive = small, poorly fitted or top-dose-only effect, or another doubt; inactive = no such curve, though single readings can be large or run the other way;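 note: 0% = full enzyme reaction and -100% = no-enzyme basal signal; the screen sought inhibitors and activators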
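Recombinant enzyme (4 nM final) with compounds titrated up to 77 uM and bovine liver glycogen (30 ug) in citrate pH 5.0, 0.01% Tween-20, 37 C 40 min. Released glucose detected by Amplex Red/glucose oxidase (Ex 573/Em 610); AC50 from Hill fits.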
* marks the source's active call; other numbers are inactive results; u = inconclusive; [ ] = another dose, or the depositor's remark. Potency is the fitted concentration of half-maximal effect. These rows are one share of the data; count on the stated rates, not on these rows.

SMILES | GAA glycogen
CNC(=O)c1cc(S(=O)(=O)Nc2ccc3c(c2)OCO3)ccc1C | 2%[76.3 µM]
COc1cc(C(=S)N2CCOCC2)ccc1OC(=O)c1ccc(Br)cc1 | -9%[76.3 µM]
CCCCN(C)CCCN1C(=O)C2C(C(=O)Nc3cccc(OC)c3)C3C=CC2(O3)C1C(=O)NC1CCCCC1C (stereo not drawn) | 0%
Cc1ccc(C)c(NC(=O)CSc2nc(-c3ccccc3)c(C#N)c(=O)[nH]2)c1 | -3%[76.3 µM]
CC(C)c1ccc(S(=O)(=O)c2nnn3c2nc(N2CCOCC2)c2sccc23)cc1 | -19%[76.3 µM]
Cc1oc(-c2ccccc2)nc1CSc1nnc(C)n2c1cc1sccc12 | 16%[76.3 µM]
NC(=O)CSc1nnc(NC(=O)C2CC(=O)N(c3ccc(F)cc3)C2)s1 (stereo not drawn) | -5%[76.3 µM]
COCCNC(=O)CCn1nc(-c2ccc(C)cc2)ccc1=O | -8%
CCOC(=O)c1ccc(NC(=O)CSc2nc(C)c(Cc3ccccc3)c(=O)[nH]2)cc1 | 12%[76.3 µM]
Cn1c(/C=C/c2ccccc2[N+](=O)[O-])nc2ccccc2c1=O | 0%[76.3 µM]
O=C(O)C1CCC(N2C(=O)c3c(Cl)c(Cl)c(Cl)c(Cl)c3C2=O)CC1 (stereo not drawn) | 0%[76.3 µM]
CCCOc1cccc(C(=O)NCCNC(=O)c2ccco2)c1 | -5%[76.3 µM]
CCN(CC(=O)Nc1ccc2c(c1)OCCO2)C(=O)/C=C/c1ccc(OC)cc1OC | -4%[76.3 µM]
COc1ccccc1Cn1cc(C(=O)c2ccc(Cl)cc2)c(=O)c2ccccc21 | 2%[76.3 µM]
CCN(C(=O)Cn1c(=O)oc2ccccc21)c1cccc(C)c1 | -6%
CC1CCCCN1CCCNC(=O)c1nn(C)c2c1CSc1ccccc1-2 (stereo not drawn) | -5%[76.3 µM]
Cc1ccc(CCNC(=O)c2nn(C)c3c2CS(=O)(=O)c2ccccc2-3)cc1 | -15%[76.3 µM]
COc1ccc(OC)c(N(CC(=O)NCCSCc2ccco2)S(=O)(=O)c2ccccc2)c1 | 3%
CC(NC(=O)C(=O)NCCN1CCN(C(=O)c2ccccc2Br)CC1)c1ccccc1 (stereo not drawn) | 3%
COc1cccc(CNCCSc2nnnn2C)c1OCc1ccccc1Cl | 15%[76.3 µM]
COc1ccccc1CN(C(=O)c1cnccn1)C(C(=O)NC1CCCCC1)c1cc(OC)c(OC)c(OC)c1 (stereo not drawn) | 3%
N#Cc1ccc(CN2C=NS(=O)(=O)c3ccccc32)cc1 | -4%
Cc1c(C(=O)N2CCCCC2)c(S(=O)(=O)N2CCN(c3ccc(Cl)cc3)CC2)c(C)n1C | -4%[76.3 µM]
NC(=O)c1ccc(NC(=O)CSc2nnc(C3CCCCC3)n2N)cc1 | 5%[76.3 µM]
CCN(CC(=O)NCc1ccc(Cl)cc1)C(=O)c1cnc(Cl)c(Cl)c1 | 4%
More entries.
SMILES | GAA glycogen
CC(=O)N1c2ccc(S(=O)(=O)NCC3CCC(C(=O)Nc4ccc(C)cc4)CC3)cc2CC1C (stereo not drawn) | -4%[76.3 µM]
COc1cccc(CNC(=O)CCc2c(C)c3ccc(O)c(C)c3oc2=O)c1 | -6%[76.3 µM]
OCCCCC#Cc1c(-c2ccsc2)sc2ccccc12 | -9%[76.3 µM]
N#Cc1ncc(Cc2ccccc2)nc1C#N | 0%[76.3 µM]
Cc1ccc(S(=O)(=O)Nc2ccccc2C(=O)N2CCCC2)cc1 | 4%[76.3 µM]
CCN1CCN(C(=O)CCS(=O)(=O)c2cc3c(cc2Cl)NC(=O)CO3)CC1 | 5%[76.3 µM]
CC(C)[C@H](NC(=O)OCc1ccccc1)C(=O)OCC(=O)NC1(C#N)CCCC1 | 0%[76.3 µM]
O=C(Nc1nncs1)c1ccc2c(c1)OCO2 | 14%
Cc1ccc(-n2c3c(cc(C(=O)Nc4ccccc4C(N)=O)c2=O)C(=O)CC(C)(C)C3)cc1 | -9%[76.3 µM]
O=C(NCCOc1ccc(F)cc1)C1CCC(=O)N(CCN2CCOCC2)C1 (stereo not drawn) | -5%[76.3 µM]
O=[N+]([O-])c1cc([N+](=O)[O-])c(Oc2ccc(Br)cc2Br)cc1NN1CCCCC1 | 2%[76.3 µM]
COc1ccc(NC(=O)c2cc3ccccc3cc2OC)cc1 | 4%[76.3 µM]
CCCCCCCC(=O)Nc1cc(C(=O)NCc2ccc(C)cc2)ccc1N1CCC2(CC1)CC(c1ccccc1)=NO2 | 13%[76.3 µM]
O=C(COc1ccccc1F)Nc1nnc(S(=O)(=O)N2CCCCCC2)s1 | 11%[76.3 µM]
O=C(Cn1ncc2c3ccccc3n(Cc3ccc(Cl)cc3)c2c1=O)NCCC1=CCCCC1 | 10%[76.3 µM]
CCCCn1c(O)c(/C=C2\C=Nc3ccccc32)c(=O)[nH]c1=O | 1%
CCc1ccccc1NC(=O)C1COc2ccccc2O1 (stereo not drawn) | -3%[76.3 µM]
S=c1nc(Cc2ccccc2)[nH]c2ccccc12 | -2%
CCCNC(=O)c1cc(S(=O)(=O)N2CCCCC2)c[nH]1 | 13%[76.3 µM]
Cc1cccc(C)c1NC(=O)c1cnccn1 | 0%[76.3 µM]
CC(=O)Nc1ccc(CN(C)CC2CCCN(CCc3cccc(C(F)(F)F)c3)C2)cc1 (stereo not drawn) | -3%[76.3 µM]
Cc1ccc(-n2nc(C)c3c(C(=O)O)cc(C)nc32)cc1 | 16%[76.3 µM]
COc1ccccc1N1Cc2ccc(OC)c(OC)c2C1=O | -4%
CCCn1c2ccccc2c2cnn(CC(=O)NCCCOC(C)C)c(=O)c21 | 3%[76.3 µM]
COc1ccccc1N1CCN(Cc2ccc(-c3ccccc3[N+](=O)[O-])o2)CC1 | -14%[76.3 µM]
(continued)
SMILES | GAA glycogen
Cc1ccc(-n2c(=O)c3oc4ccccc4c3n(Cc3ccccc3F)c2=O)cc1C | -3%[76.3 µM]
N#CCOc1coc(CN2CCN(c3ccccc3)CC2)cc1=O | 4%[76.3 µM]
COc1ccc(CCN2CC(C(=O)NCCc3cccnc3)CCC2=O)cc1 (stereo not drawn) | -1%[76.3 µM]
CC(=O)Nc1ccc(NC(=O)CN2CCN(c3ccccn3)CC2)cc1 | 1%
CCOc1ccc(S(=O)(=O)N2CCC(C(=O)Nc3cccc(NC(C)=O)c3)CC2)cc1 | 2%[76.3 µM]
S=c1nc(NCc2cccc(Cl)c2)c2ccccc2[nH]1 | -4%
CC(=O)N1CCN(C(=O)c2ccc(OC3CCN(Cc4ccccn4)CC3)cc2)CC1 | 4%[76.3 µM]
CCCn1c(=O)c2sccc2n2c(CCCC(=O)NCCOC)nnc12 | 14%[76.3 µM]
CCN(CC)C(=O)CSc1nc2c(sc(=S)n2-c2ccccc2)c(=O)n1-c1ccccc1OC | -12%
O=C(CSc1nc2sccc2c(=O)[nH]1)N1CCN(c2ccccc2)CC1 | -10%[76.3 µM]
CCOc1ccc(NC(=O)CC2C(=O)OCCN2CC)cc1 (stereo not drawn) | -1%[76.3 µM]
CCOc1cc(C)c(C(C)C)cc1S(=O)(=O)n1ccnc1CC | -8%[76.3 µM]
O=C(N/N=C/c1ccc(O)c([N+](=O)[O-])c1)C(O)(c1ccccc1)c1ccccc1 | 14%[76.3 µM]
Cc1ccc(S(=O)(=O)c2cn(Cc3ccccc3)c3cc(N4CCCC4)c(F)cc3c2=O)cc1 | 7%[76.3 µM]
CCc1ccc(NC(=O)N(Cc2cn(CC)c3ccccc23)C2CCCCC2)cc1 | 3%[76.3 µM]
CCOc1cccc2c1Oc1nc(-c3ccccc3)nc(SCC(=O)Nc3ccc(F)cc3)c1C2 | 8%[76.3 µM]
CC(=O)c1ccc(NC(=O)c2sc3nc4n(c(=O)c3c2C)CCCCC4)cc1 | -17%[76.3 µM]
Cc1cc(C)cc(N2CC(C(=O)Nc3cc(C)on3)CC2=O)c1 (stereo not drawn) | -1%[76.3 µM]
CCOC(=O)N1CCN(C(=O)c2cc(COc3cccc(C(C)=O)c3)on2)CC1 | -8%[76.3 µM]
CC(C)(C)c1ccc(S(=O)(=O)Nc2noc3ccccc23)cc1 | -2%
CCc1cc2c(cc3c(=O)n(CC(=O)NCc4cccc(Cl)c4)nc(CC)n32)s1 | -9%[76.3 µM]
CCOc1ccccc1CN1CCC(n2nccc2NC(=O)C2CCCC2)CC1 | 5%[76.3 µM]
CC(C)N1CCC(n2nccc2NC(=O)c2ccc3c(c2)OCO3)CC1 | -1%[76.3 µM]
COc1cc(NC(=O)c2oc3c(c2C)-c2nn(Cc4cccc(Cl)c4)cc2CC3)cc(OC)c1 | -6%[76.3 µM]
O=C(Nc1ccc(Cl)cc1)c1cccc(S(=O)(=O)Nc2ccccn2)c1 | 4%[76.3 µM]
Next results follow.
SMILES | GAA glycogen
CCC1CN(C(=O)Nc2cc(C)ccc2OC)c2cc(Cl)ccc2O1 (stereo not drawn) | 10%[76.3 µM]
CC1=C(C(N)=O)C(c2ccc(C)cc2)n2nc(SCc3ccccc3F)nc2N1 (stereo not drawn) | 17%[76.3 µM]
CCCCCC(O)(c1ccc(OC)cc1)C(CN1CCOCC1)c1ccccc1 (stereo not drawn) | -23%
COc1ccc(CNC(=O)C2(CC(=O)NC(C)(C)C)CCCC2)cc1 | 4%
COc1cc2c(cc1OC)C(C)N(C(=O)c1cc(C)on1)CC2 (stereo not drawn) | -4%[76.3 µM]
O=C(O)CSCC(=O)N(c1ccccc1)c1ccccc1 | 7%[76.3 µM]
CCCN(C(=O)c1cc(S(=O)(=O)N2CCc3ccccc32)cn1C)c1ccc(OCC)cc1 | 14%[76.3 µM]
CC(=O)NC(Cc1cccc(F)c1)C(=O)NC1CCN(C(=O)Nc2ccccc2)CC1 (stereo not drawn) | -8%
O=C(c1cc2cc(Cl)ccc2[nH]1)N1CCCCC1 | 4%[76.3 µM]
Cc1cccc(NC(=O)Cn2c(=O)n(Cc3ccc(C(=O)NCc4ccc5c(c4)OCO5)cc3)c(=O)c3ccccc32)c1 | 3%[76.3 µM]
CN(Cc1ccccc1)c1nc2c(c(=O)[nH]c(=O)n2C)n1Cc1ccccc1F | -10%[76.3 µM]
CCOC(=O)C(=O)Nc1c(C(=O)Nc2cccc(F)c2)oc2ccccc12 | -10%[76.3 µM]
CSc1ccc(-c2sc(Nc3ccccc3)n[n+]2-c2ccccc2)cc1 | -16%[76.3 µM]
CCCN(C(=O)c1cc2c(=O)n(CC)c3ccccc3c2s1)c1ccccc1F | 3%[76.3 µM]
NC(=O)c1cc[n+](Cc2ccccc2Cl)cc1 | 6%[76.3 µM]
COc1cc(S(=O)(=O)N2CCN(C(=O)c3ccco3)CC2)ccc1Cl | -12%[76.3 µM]
COc1ccc(Nc2nc(NN)nc(Nc3ccc(OC)cc3)n2)cc1 | u
CC(=O)N(C)c1ccc(OCC(O)CN(c2ccccc2C)S(=O)(=O)c2ccc(C)cc2)cc1 (stereo not drawn) | -11%[76.3 µM]
CC1CCN(c2nc3c(S(=O)(=O)c4ccccc4)nnn3c3ccsc23)CC1 | 8%[76.3 µM]
COc1ccc(C(=O)O)cc1Nc1nc2ccc(C)cc2n2cnnc12 | -8%[76.3 µM]
O=C(NCc1ccccc1Cl)c1cccc(NC2=NC3CS(=O)(=O)CC3S2)c1 (stereo not drawn) | -15%[76.3 µM]
Cc1c(C(=O)NCc2ccccc2F)oc2ccccc12 | -1%[76.3 µM]
Cc1ccc(/C=C(\C#N)C(=O)Nc2ccc(Br)cc2)o1 | 8%[76.3 µM]
Cc1c(C(=O)NCc2cccc(Cl)c2)sc2nc3n(c(=O)c12)CCC3 | -8%[76.3 µM]
CCC(C(=O)NCCCN1CCN(CCCNC(=O)C(CC)c2ccccc2)CC1)c1ccccc1 (stereo not drawn) | -9%[76.3 µM]

Four records drawn at random from the list so far, as already listed:
SMILES | GAA glycogen
CCCN(C(=O)c1cc2c(=O)n(CC)c3ccccc3c2s1)c1ccccc1F | 3%[76.3 µM]
CCCN(C(=O)c1cc(S(=O)(=O)N2CCc3ccccc32)cn1C)c1ccc(OCC)cc1 | 14%[76.3 µM]
CCCCCC(O)(c1ccc(OC)cc1)C(CN1CCOCC1)c1ccccc1 (stereo not drawn) | -23%
Cc1ccc(/C=C(\C#N)C(=O)Nc2ccc(Br)cc2)o1 | 8%[76.3 µM]

(more compounds)
SMILES | GAA glycogen
COc1ccc(S(=O)(=O)Nc2ccccc2C(=O)N2CCOCC2)cc1OC | 0%
C[C@H](C(O)c1ccccc1)N(C)C(=O)CN (stereo partly drawn) | u
C=CCSc1nc2sc3c(c2c(=O)n1-c1ccc(C)cc1)CCN(C)C3 | 13%
CC(C)[C@@H](C(=O)NC1CC1)N1C(=O)N2CCc3c([nH]c4ccccc34)[C@@]2(C)C1=O | -2%[76.3 µM]
COc1ccc(-c2c3c(nc4sc(C(=O)Nc5ccc(F)cc5)c(N)c24)CC(C)(C)CC3=O)cc1 | 18%[76.3 µM]
COc1ccc(-c2nnc(C)c3nocc23)cc1 | -2%

An excerpt of these results, tab-delimited:
canonical_smiles	GAA glycogen
COc1ccc(-c2c3c(nc4sc(C(=O)Nc5ccc(F)cc5)c(N)c24)CC(C)(C)CC3=O)cc1	18%[76.3 µM]
CC(C)[C@@H](C(=O)NC1CC1)N1C(=O)N2CCc3c([nH]c4ccccc34)[C@@]2(C)C1=O	-2%[76.3 µM]
C[C@H](C(O)c1ccccc1)N(C)C(=O)CN (stereo partly drawn)	u
C=CCSc1nc2sc3c(c2c(=O)n1-c1ccc(C)cc1)CCN(C)C3	13%
COc1ccc(S(=O)(=O)Nc2ccccc2C(=O)N2CCOCC2)cc1OC	0%
